Source: PubChem
ATXN2 expr inh: Primary qHTS for Inhibitors of ATXN expression. HEK-293 ATXN2-luciferase reporter, luminescence, 24 h. Potency, µM (top dose mostly 57 µM), for inactives: at the highest dose activity change, negative = inhibition, usual class: inhibitors. 0.72% of 360,000 active; also: potency is read from the fitted curve at half-maximal effect; % is scaled to controls: 0 for no effect and ±100 for the full control effect; nearly all actives have a fitted effect of over 55% in size
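ATXN2-luciferase reporter cells (luciferase flanked by upstream and downstream ATXN2 gene portions) were treated 24 h at 37 °C with compounds at up to 57 uM. SteadyGlo luminescence gave expression; GF-AFC fluorescence gave viability.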
HT1080 IDH1KD tx: qHTS for induction of synthetic lethality in tumor cells producing 2HG: qHTS for the HT-1080-IDH1KD cell line; Potency, µM (highest dose often 46.1 µM), for inactives: top-dose activity, negative = toxicity, hits mostly cytotoxic; 2% of 360,000 active; AID 686971, 2013; HT-1080 IDH1 knockdown viability, ATP luminescence, 48 h;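 also: potency is read from the fitted curve at half-maximal effect; 0% = DMSO wells and -100% = cell-free medium wells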
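Assay cells: HT-1080 with IDH1 knockdown, 750 per well, RPMI/5% FBS. Exposure: 48 h at 37 °C following 2 h pre-incubation. Read: CellTiter-Glo luminescence; fitted concentration-response, curve class assigned.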
KB-V1 cytotox: qHTS assay for MDR1-selective chemotherapeutics: Primary screen using the drug-selected MDR subline cells KB-V1 | KB-V1 MDR cells viability, CellTiter-Glo, 72 h | Potency, µM (top dose mostly 46.1 µM), for inactives: at the top dose activity change, negative = cytotoxicity, actives largely listed as cytotoxic | 3.4% of 400,000 active | AID 1347076, 2019; also: potency is read from the fitted curve at half-maximal effect; % is scaled to controls: 0 for no effect and ±100 for the full control effect; nearly all actives have a fitted effect of over 60% in size
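Cytotoxicity via CellTiter-Glo luminescence after 72 h compound exposure at 37 degrees C. Cells: drug-selected KB-V1 line, DMEM phenol-red free plus 10% FBS. Compounds tested at multiple concentrations; normalized data fitted to concentration-effect curves.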
HT1080NT lethal: qHTS for induction of synthetic lethality in tumor cells producing 2HG: qHTS for the HT-1080-NT fibrosarcoma cell line. Potency, µM (highest dose often 46.1 µM), inactives show top-dose activity, negative = less viability, actives largely listed as cytotoxic. HT-1080-NT fibrosarcoma viability, CellTiter-Glo ATP luminescence, 48 h. 1.6% of 360,000 active;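 also: NT is the 2HG producing partner of a matched IDH1 knockdown line; potency is read from the fitted curve at half-maximal effect; 0% = DMSO-treated cells and -100% = media-only wells without cells; nearly all actives have a fitted effect of over 55% in size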
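Viability of the 2HG-overproducing fibrosarcoma line after 48 hours of compound exposure at 37 degrees C was determined by luminescence with CellTiter-Glo, and concentration-effect curves were then fitted and categorized.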
KB-3-1 cytotox: qHTS assay for MDR1-selective chemotherapeutics: Primary screen using the parental adenocarcinoma cell KB-3-1; KB-3-1 viability, CellTiter-Glo ATP luminescence, 72 h; Potency, µM (top dose mostly 46.1 µM), for inactives: at the highest dose activity change, negative = cytotoxic, usual class: cytotoxic; 1.4% of 400,000 active; AID 1347075, 2019; also: potency is read from the fitted curve at half-maximal effect; % is scaled to controls: 0 for no effect and ±100 for the full control effect; nearly all actives have a fitted effect of over 60% in size
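Viability of parental KB-3-1 cells, measured by CellTiter-Glo luminescence, followed a 72 h incubation at 37 °C with pinned compounds in phenol-red-free DMEM containing 10% FBS.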
WRN inhibitor: qHTS for Inhibitors of WRN Helicase; WRN helicase unwinding, fluorescent forked duplex, kinetic; 0.46% of 360,000 active; Bifunctional 3'-5' exonuclease/ATP-dependent helicase WRN (Homo sapiens), Q14191; Potency, µM (titrated, usually from 114 µM), for the others: top-dose activity change, negative = inhibition, actives largely listed as inhibitors; AID 651768, 2012; also: potency is read from the fitted curve at half-maximal effect; % is scaled to controls: 0 for no effect and ±100 for the full control effect; nearly all actives have a fitted effect of over 55% in size
Target sequence (Q14191 whole entry, looked up): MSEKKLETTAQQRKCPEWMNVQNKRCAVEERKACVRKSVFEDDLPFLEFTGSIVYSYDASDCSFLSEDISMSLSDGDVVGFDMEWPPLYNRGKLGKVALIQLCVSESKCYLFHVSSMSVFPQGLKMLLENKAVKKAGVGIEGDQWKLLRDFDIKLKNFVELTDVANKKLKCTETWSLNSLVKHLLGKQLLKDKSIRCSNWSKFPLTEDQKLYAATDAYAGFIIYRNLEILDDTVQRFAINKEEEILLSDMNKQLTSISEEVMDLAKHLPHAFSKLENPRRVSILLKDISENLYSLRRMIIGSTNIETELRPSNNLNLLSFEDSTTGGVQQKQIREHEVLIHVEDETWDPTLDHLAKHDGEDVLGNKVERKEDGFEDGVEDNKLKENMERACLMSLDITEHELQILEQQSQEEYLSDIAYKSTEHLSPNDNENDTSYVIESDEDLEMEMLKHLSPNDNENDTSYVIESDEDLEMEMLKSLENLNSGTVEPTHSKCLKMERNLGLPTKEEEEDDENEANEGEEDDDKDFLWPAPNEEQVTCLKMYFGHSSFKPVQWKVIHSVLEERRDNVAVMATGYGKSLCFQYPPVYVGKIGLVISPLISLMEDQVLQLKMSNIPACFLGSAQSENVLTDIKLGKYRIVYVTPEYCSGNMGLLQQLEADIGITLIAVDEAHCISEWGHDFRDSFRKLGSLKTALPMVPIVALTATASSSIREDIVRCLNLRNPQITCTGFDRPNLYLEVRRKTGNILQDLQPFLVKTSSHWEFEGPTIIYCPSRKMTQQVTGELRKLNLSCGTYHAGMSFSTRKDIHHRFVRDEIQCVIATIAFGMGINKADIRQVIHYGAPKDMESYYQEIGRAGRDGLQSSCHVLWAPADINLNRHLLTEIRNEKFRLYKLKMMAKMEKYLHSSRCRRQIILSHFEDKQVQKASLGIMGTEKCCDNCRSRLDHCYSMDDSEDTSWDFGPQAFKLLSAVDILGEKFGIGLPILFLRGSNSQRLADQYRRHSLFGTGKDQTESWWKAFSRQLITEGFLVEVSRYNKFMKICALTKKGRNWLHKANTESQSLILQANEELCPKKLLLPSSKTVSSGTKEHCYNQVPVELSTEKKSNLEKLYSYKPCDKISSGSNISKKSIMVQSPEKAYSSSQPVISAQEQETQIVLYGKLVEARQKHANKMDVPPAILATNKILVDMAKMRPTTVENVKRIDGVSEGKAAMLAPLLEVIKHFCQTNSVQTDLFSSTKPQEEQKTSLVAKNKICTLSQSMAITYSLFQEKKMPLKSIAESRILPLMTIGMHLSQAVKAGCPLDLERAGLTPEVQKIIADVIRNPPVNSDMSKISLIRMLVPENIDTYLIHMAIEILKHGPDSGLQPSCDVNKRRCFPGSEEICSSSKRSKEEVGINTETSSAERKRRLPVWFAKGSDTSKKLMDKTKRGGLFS
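Primary qHTS, 1536-well format. 20 nM WRN + compound, 15 min RT; start with 100 nM forked fluorophore/quencher duplex, 2 mM ATP (final); kinetic read ex 525/em 598 nm.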
SW480 rerep: A quantitative high throughput screen for small molecules that induce DNA re-replication in SW480 colon adenocarcinoma cells; SW480 DNA re-replication, Hoechst DNA content imaging, 48 h; Potency, µM (doses to about 46.1 µM), without a hit: at the top dose re-replication activation, hits mostly activators; 1.8% of 340,000 active; AID 624297, 2012; also: potency is read from the fitted curve at half-maximal effect; % of control where 0% means no effect; nearly all actives have a fitted effect of over 55% in size
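Treated cells incubate 48 hr (37 C, 5% CO2), are stained 40 min with Hoechst, and nuclear fluorescence is enumerated; a rise in nuclei with high DNA signal marks re-replication.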
MCF10A rerep: A quantitative high throughput screen for small molecules that induce DNA re-replication in MCF 10a normal breast cells; MCF 10A DNA re-replication, Hoechst nuclear intensity, 48 h; Potency, µM (top dose mostly 46.1 µM), without a hit: top-dose activity, positive = re-replication, usual class: activators; 2.9% of 350,000 active; AID 624296, 2012; also: potency is read from the fitted curve at half-maximal effect; % of control where 0% means no effect; nearly all actives have a fitted effect of over 50% in size
IL1B secr inh: qHTS for Inhibitors of Inflammasome Signaling: IL-1-beta AlphaLISA Primary Screen; activity change, % at 57.5 µM; THP-1 LPS/ATP IL-1B secretion, AlphaLISA, 16 h; active compounds read low; 4.7% of 360,000 active; AID 743279, 2014; in the data active = activity change below about -50%; inconclusive = mostly about -30% to -49%; also: % is scaled to controls: 0 for no effect and ±100 for the full control effect
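Secreted IL-1B measured by AlphaLISA bead assay after 16 h compound exposure of THP-1 cells; compounds (final up to 57.5 uM) added 1 h before LPS (250 ng/mL) and ATP (1.25 mM) stimulation; lower signal means less secretion.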
Starred values were filed as active, the others as inactive; ? = inconclusive; . = no result given; [ ] = remark or other dose. Unless noted, calls follow the shape of the dose curve; as a rule, active = well fitted curve in the direction sought with a large enough effect; inconclusive = small, poorly fitted or top-dose-only effect, or another doubt; inactive = no such curve, though single readings can be large; an effect the other way counts as inactive or inconclusive.

The opening two compounds, ahead of the listing:
SMILES	ATXN2 expr inh	HT1080 IDH1KD tx	KB-V1 cytotox	HT1080NT lethal	KB-3-1 cytotox	WRN inhibitor	SW480 rerep	MCF10A rerep	IL1B secr inh
CCN(CC)C(=O)CSc1nc(O)cc(=O)n1CC	9%	7%	15%	0%	10%	4%	-13%	3%	-3
CN(Cc1ccccc1)S(=O)(=O)c1ccc(NC(=S)NC(=O)C2CCCCC2)cc1	-35%	-27%	?	-5%	?	-7%	?	23µM*	37

The whole of this part, from the start:
SMILES	ATXN2 expr inh	HT1080 IDH1KD tx	KB-V1 cytotox	HT1080NT lethal	KB-3-1 cytotox	WRN inhibitor	SW480 rerep	MCF10A rerep	IL1B secr inh
CCN(CC)C(=O)CSc1nc(O)cc(=O)n1CC	9%	7%	15%	0%	10%	4%	-13%	3%	-3
CN(Cc1ccccc1)S(=O)(=O)c1ccc(NC(=S)NC(=O)C2CCCCC2)cc1	-35%	-27%	?	-5%	?	-7%	?	23µM*	37
Cc1cc(C)cc(-n2ncc3c2CCCC3NC(=O)C2(C(N)=O)CC2)c1 (stereo unspecified)	-2%	?	?	?	?	1%	-4%	?	25
CCN1CCN(C2=C(NS(=O)(=O)c3ccc(NC(C)=O)cc3)C(=O)c3ccccc3C2=O)CC1	.	-17%	0%	-11%	?	-5%	-1%	?	43
CC(O)c1cccc(NC(=O)Nc2cccc(NC(=O)Nc3cccc(C(C)O)c3)c2)c1 (stereo unspecified)	5%	7%	-9%	10%	-1%	-2%	-11%	7%	0
O=C1CCC(C(=O)OCC(=O)C23CC4CC(CC(C4)C2)C3)N1 (stereo unspecified)	13%	8%	?	9%	3%	5%	-7%	-4%	-4
CCOC(=O)[C@H]1[C@H]2COc3ccc(OC)cc3[C@@H]2N2C(=O)c3ccc(F)cc3NC(=O)[C@@]12C	-4%	-3%	1%	-5%	-1%	-11%	-3%	2%	-8
O=C(NC(=S)NNC(=O)c1ccccc1F)c1cccnc1	2%	-22%	-36%	-7%	-8%	-12%	?	0%	38
CC1(C)Cc2c(sc3c2c(=O)n(-c2ccc(Cl)cc2)c(=O)n3CC(N)=O)CO1	7%	0%	28%	-3%	0%	-26%	-8%[9.22 µM]	-1%	4
COc1ccccc1C(=O)NNC(=S)NC(=O)c1cc(OC)c(OC)c(OC)c1	?	?	-9%	-18%	0%	-6%	?	?	122
Cc1ccc(-c2nc3ncccc3o2)cc1N	.	6%	6%	11%	1%	-6%	-1%	2%	26
N#CCc1ccc(NC(=O)c2cc(S(=O)(=O)N3CCOCC3)ccc2Cl)cc1	-5%	-3%	2%	-1%	-1%	-3%	-3%	-1%	23
COc1ccc(/C(O)=C2/C(=O)C(=O)N(c3nc(C)c(C)s3)C2c2ccco2)cc1 (stereo unspecified)	3%	-2%	?	4%	-2%	-12%	0%	0%	11
O=C(C1Cc2ccccc2CN1C(=O)c1ccccc1)N1CCN(c2ccccc2)CC1 (stereo unspecified)	2%	-1%	-34%	2%	-1%	-7%[11.6 µM]	-3%	-3%	-6
Clc1ccc(Nc2nc(-c3cccs3)cs2)nc1	143%[activator]	2%	?	2%	-24%	-7%	-1%	?	?
CCOC1=C2CN(S(=O)(=O)c3ccc(C)cc3)C(c3ccccc3)CC2N(S(=O)(=O)c2ccc(C)cc2)C(c2ccc(Br)cc2)C1 (stereo unspecified)	.	22%	-15%	23%	?	-8%	.	.	1
O=C(CN1C(=O)c2ccccc2C1=O)Nc1ccccc1C(F)(F)F	-22%	10%	17%	7%	-5%	1%	-35%[inhibitor]	?	7
Cc1csc(NC(=O)CSc2sc3c(O)cc(=O)[nH]c3c2C#N)n1	21%	6%	0%	16%	-10%	40µM*	-34%[inhibitor]	-20%	14
COCCCNC(=O)CN1C(=O)CSc2ccc(S(=O)(=O)N3CCOCC3)cc21	.	?	34%	8%	1%	3%	-13%	4%	-5
CCOc1ccc(C(C)=O)cc1CN1C(=O)NC2(CCCCCC2)C1=O	0%	7%	?	-4%	?	15%	-14%	-25%	24
Cc1csc(=NC(=O)c2ccccc2)n1C	36%[activator]	-3%	0%	0%	6%	-6%	-4%	1%	41
COc1ccc(C2NC(=O)CCC2[N+](=O)[O-])c(OC)c1OC (stereo unspecified)	.	9%	16%	6%	2%	1%	-8%	-5%	3
CCS(=O)(=O)N1CCCC(C(=O)NCc2cccc(OC)c2)C1 (stereo unspecified)	4%	7%	47%	6%	22%	-2%	0%	4%	5
CCN1C(=NCC2CC2)N[C@@H](c2cccc(C(F)(F)F)c2)C(C(=O)OC)=C1C	?	-8%	-12%	-10%	?	-7%	0%	-14%	.
O=C(CC1C(=O)NCCN1CC1CCCCC1)NCc1ccc(Cl)cc1 (stereo unspecified)	.	2%	2%	-1%	4%	8%	-2%	1%	-13
O=C(NCc1ccccc1)C(=O)NCC(c1ccco1)N1CCOCC1 (stereo unspecified)	4%	21%	15%	16%	-1%	1%	-10%	7%	22
O=C(CNC(=O)c1ccco1)Nc1ccncc1	-7%	3%	6%	0%	0%	-17%	4%	6%	-1
CCOC(=O)/C(C#N)=C1/C=CN(Cc2ccccc2)C=N1	14%	-3%	13µM*	?	-12%	5%	0%	12%	-5
CCOc1ccccc1NC(=O)COC(=O)C1CC(=O)N(c2c(C)cccc2C)C1 (stereo unspecified)	9%	17%	3%	7%	-2%	2%[57.1 µM]	-3%	-3%	12
Cn1cc(CC(=O)NCCCN2CCCC2)c2ccccc21	-2%	0%	1%	0%	17%	7%	-8%	1%	-6
Cc1cccc(NC(=S)N(CCN(C)C)C(C)c2ccccn2)c1 (stereo unspecified)	3%	-24%	-12%	4%	-23%	7%	-3%	4%	-2
CC(=O)Nc1ccc(NC(=O)C2CCCN2C(=O)NC2CCCCC2)cc1 (stereo unspecified)	7%	18%	12%	6%	2%	-6%[57.1 µM]	-84%[inhibitor]	-17%	26
O=C(O)/C=C/c1cn(-c2ccccc2)nc1-c1cc2ccccc2o1	-13%	-15%	?	-6%	-11%	-4%	9%	5%	?
N#C/C(=C\c1ccccc1)C(=O)Nc1cc(S(=O)(=O)N2CCOCC2)ccc1N1CCCC1	-7%	6%	-1%	3%	8%	9%	?	?	-17
O=C(Nc1ccc(O)cc1)C1CCCN1S(=O)(=O)c1ccc(F)cc1 (stereo unspecified)	-4%	13%	-4%	?	9%	2%	-1%	1%	-26
COC(=O)C(Cc1ccc(O)cc1)NC(=O)CCNC(=O)c1ccco1 (stereo unspecified)	2%	2%	9%	4%	2%	-23%	-11%	2%	29
CN(C)c1ccc(CNn2cnnc2)cc1	10%	11%	21%	8%	9%	-2%	-2%	-14%	-1
O=C(c1ccc(N2CCOCC2)c([N+](=O)[O-])c1)N1CCN(c2ccccc2)CC1	-2%	-3%	-15%	2%	-4%	-9%	9%	16%	-16
CCn1c(NC(=O)c2cccs2)c(-c2cccs2)c(=O)c2ccccc21	-2%	4%	0%	4%	3%	2%	4%	0%	8
CCN1C(=O)[C@H]2[C@@H](c3ccc(-c4ccc(OC)cc4)cc3)N[C@@](CC(C)C)(C(=O)OC)[C@H]2C1=O	-3%	-2%	-1%	0%	?	-4%	0%	16%	-2
CCNC(=S)NNC(=O)CCn1c2ccccc2c2ccccc21	-10%	-24%	0%	-7%	-5%	-6%	2%	-2%	-6
Cc1ccc(NC(=O)CNC(=O)c2sc3ccccc3c2Cl)nc1	-26%	-3%	0%	-10%	0%	-14%	0%	?	22
Cc1ccc(CNC(=O)[C@@H](NC(=O)C2CCN(C(=O)[C@@H](N)CC(C)C)CC2)C(C)C)cc1	8%	-4%	0%	4%	0%	-4%	-1%	5%	-16
COc1ccc(-c2nc(N)n(C(=O)c3ccccc3Cl)n2)cc1	1%	-2%	-24%	-10%	-8%	-5%	11%	21%	1
COc1cccc(-c2oc3c(c2C(=O)OCCN2CCCCC2)C(O)CCC3)c1 (stereo unspecified)	14%	-8%	?	-3%	5%	-2%	.	.	9
CC[C@H](C)[C@@H](C(=O)N1CCNCC1)n1cc([C@@H](N)CC(C)C)nn1	-2%	0%	5%	-3%	-3%	4%	1%	-27%	2
COc1ccc(COC(=O)c2cccc(S(=O)(=O)N3CCN(C(C)=O)CC3)c2)cc1	-10%	-9%	-2%	-2%	0%	-3%	-5%	15%	8
CCc1c(O)nc(SCC(=O)Nc2ccccc2)n(C(C)CC)c1=O (stereo unspecified)	8%	-2%	-2%	4%	11%	-8%	?	-4%	-14
CCOc1ccc(CN2CCN(C(=O)c3cccc4ccccc34)CC2)cc1	?	?	-14%	?	-15%	6%	-43%[inhibitor]	5%	-83*
CSCc1c(C(=O)Nc2ccc(N3CCOCC3)cc2)oc2ccccc12	3%	-4%	-4%	0%	-1%	-24%	7%	19%	1
CSC1=N/C(=C\c2ccccc2F)C(=O)S1	-15%	-2%	1%	-7%	8%	-11%	?	?	-20
COc1ccc(OCC(CO)N2CCN(c3ccccc3)CC2)cc1 (stereo unspecified)	-9%	8%	-11%	9%	2%	4%	-4%	15%	-4

Random draw from the library; any-hit rate near 12%.
